Assay outcomes from PubChem BioAssay.
UBC13 inh: human UBC13 polyubiquitination inhibition; P61088; UBC13 polyubiquitin chain formation, TR-FRET; inhibition, % at 20 µM; actives 0.47% (n = 330,000); AID 485273; in the data active = inhibition above about 45%, passing the limit was not always enough
EBI2 antag: EBI2 (human) antagonism; EBI2 beta-arrestin recruitment, luminescence, 7a,25-OHC stimulated; inhibition, % at 5 µM; actives 0.81% (n = 360,000); in the data active = inhibition above about 38%;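 note: enzyme fragment complementation signal reports receptor beta-arrestin coupling in cells; 0% = agonist plus DMSO wells and 100% = wells without agonist; some results beyond the cut were filed as inactive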
Jurkat NFkB inh: lowers PMA/ionomycin-induced NF-kB signal in Jurkat cells; actives 0.53% (n = 330,000); PMA/ionomycin-induced NF-kB luciferase reporter, luminescence; inhibition, % at 4 µM; AID 435003
697 NFkB inh: lowers PMA/ionomycin-induced NF-kB signal in 697 B cells; AID 435022; actives 0.33% (n = 330,000); 697 B-cell NF-kB luciferase reporter, 16 h; inhibition, % at 4 µM; in the data active = inhibition above about 35%
CCR6 antagonist: antagonists of human CCR6 receptor; P51684; CHO-K1 CCR6 PathHunter beta-arrestin, luminescence, CCL20-stimulated; inhibition, % at 20 µM; actives 0.49% (n = 340,000); AID 493098;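 active = compounds whose inhibition of the agonist-driven luminescence signal at 20 µM reaches about 50%, limit read from the data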;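 note: cells stimulated with CCL20 at 14 nM final; plate controls were DMSO with CCL20 for no effect and DMSO without agonist for full effect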
Gli-Sufu antag: antagonists of Gli-Sufu signaling; AID 588413; Sufu-KO-LIGHT fibroblasts, Gli luciferase reporter luminescence; actives 0.74% (n = 340,000); inhibition, % at 5 µM;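 active = inhibition above about 55%, limit read from the data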;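 note: 0% = DMSO-treated cells and 100% = wells with medium but no cells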
Apaf-1 inh: human Apaf-1 inhibition; O14727; reconstituted apoptosome caspase-3 activity, DEVD-Rh110 fluorescence; inhibition, % at 20 µM; actives 0.71% (n = 330,000); active = inhibition of at least 40% at 20 µM;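 note: plate controls were DMSO wells for no effect and DEVD-CHO caspase inhibitor wells for full effect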
Target sequence (O14727 whole entry, looked up): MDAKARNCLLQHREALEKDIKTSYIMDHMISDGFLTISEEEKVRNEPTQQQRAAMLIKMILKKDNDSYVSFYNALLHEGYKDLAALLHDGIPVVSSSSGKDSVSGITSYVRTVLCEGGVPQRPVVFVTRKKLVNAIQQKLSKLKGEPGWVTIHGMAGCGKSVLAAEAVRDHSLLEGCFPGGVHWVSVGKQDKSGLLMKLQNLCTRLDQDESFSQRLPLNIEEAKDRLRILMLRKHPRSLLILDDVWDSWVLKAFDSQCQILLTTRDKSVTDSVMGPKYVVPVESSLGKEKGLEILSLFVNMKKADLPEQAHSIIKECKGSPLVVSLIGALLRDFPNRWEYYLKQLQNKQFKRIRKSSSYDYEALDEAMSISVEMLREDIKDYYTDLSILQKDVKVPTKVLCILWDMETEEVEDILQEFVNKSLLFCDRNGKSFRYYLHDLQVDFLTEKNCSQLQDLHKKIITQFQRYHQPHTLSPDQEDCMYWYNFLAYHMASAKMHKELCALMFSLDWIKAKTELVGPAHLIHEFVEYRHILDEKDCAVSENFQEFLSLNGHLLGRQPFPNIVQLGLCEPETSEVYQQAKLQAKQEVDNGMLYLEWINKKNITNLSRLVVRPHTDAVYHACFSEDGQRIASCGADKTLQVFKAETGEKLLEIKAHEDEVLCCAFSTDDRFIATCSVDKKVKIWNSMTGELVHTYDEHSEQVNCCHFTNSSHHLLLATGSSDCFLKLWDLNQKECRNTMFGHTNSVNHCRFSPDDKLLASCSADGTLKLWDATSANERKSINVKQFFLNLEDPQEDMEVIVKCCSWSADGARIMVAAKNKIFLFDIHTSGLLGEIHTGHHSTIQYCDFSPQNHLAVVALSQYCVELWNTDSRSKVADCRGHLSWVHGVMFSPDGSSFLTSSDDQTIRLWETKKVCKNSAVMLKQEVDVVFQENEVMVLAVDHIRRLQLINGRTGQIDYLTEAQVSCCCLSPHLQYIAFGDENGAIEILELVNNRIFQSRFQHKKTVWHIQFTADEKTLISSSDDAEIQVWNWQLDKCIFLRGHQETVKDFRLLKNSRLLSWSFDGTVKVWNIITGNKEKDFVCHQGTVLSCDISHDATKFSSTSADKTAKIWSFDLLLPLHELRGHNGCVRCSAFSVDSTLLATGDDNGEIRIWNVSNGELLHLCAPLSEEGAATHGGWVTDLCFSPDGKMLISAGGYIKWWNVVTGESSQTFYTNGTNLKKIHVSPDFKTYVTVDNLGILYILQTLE
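Medium: Hepes buffer, pH 7.5 / System: biochemical Apaf-1 apoptosome reconstitution / Measured by: Rh110 fluorescence, excitation 480 nm, emission 540 nm / Times: compound with Apaf-1, dATP, procaspase-3 30 min, then 50 min reaction, room temperature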
SENP8 inh: inhibitors of human SENP8 protease; AID 2540; purified SENP8, Z-RLRGG-aminoluciferin cleavage, luminescence; actives 1.2% (n = 330,000); Q96LD8; inhibition, % at 10 µM
An asterisk follows results filed as active; . = no result given. Cut-off read from the data, not from the text of the source, unless noted: active = inhibition above about 50%; inactive = the rest. The list is partial, so the mix of outcomes need not match the whole.

1) COc1cc(CC(=O)OCC(=O)c2ccc(F)cc2)cc(OC)c1OC
2) Cc1cccc(N=C2N=C(N)c3ccccc32)c1
3) Cc1cccc2cc3c(N)c(C(=O)N4CCOCC4)sc3nc12
4) COc1ccc(C2=NS(=O)(=O)N(C)C(C(=O)NCc3ccc4c(c3)OCO4)=C2)cc1
5) CCC1(C)NC(=O)N(/N=C/c2cc(OC)c(O)c(OC)c2)C1=O (stereo not given)
6) COc1cccc(C(=O)OCC(=O)c2ccc(Br)s2)c1OC
7) COc1ccc(OCC(=O)N2N=C(C(F)F)CC2(O)C(F)F)cc1 (stereo not given)
8) Cc1noc(C)c1CCC(=O)NC1CCCN(Cc2ccc(Cl)cc2)C1 (stereo not given)

Assay by compound	1	2	3	4	5	6	7	8
UBC13 inh	-1	-6	-12	-4	-8	0	0	6
EBI2 antag	4	0	2	-1	-6	9	-28	-15
Jurkat NFkB inh	-10	-9	1	-2	7	-5	5	-1
697 NFkB inh	21	-4	-17	11	-3	-20	-29	-18
CCR6 antagonist	1	9	23	14	-9	8	-12	0
Gli-Sufu antag	0	2	0	-2	-2	-3	-13	16
Apaf-1 inh	3	-6	7	0	-22	19	14	6
SENP8 inh	-2	-20	-4	4	8	-15	-6	-6

9) COc1ccc(-c2[nH]ncc2CN(C)Cc2cnccn2)c(OC)c1
10) OCc1nc2c(ccc3ccccc32)[nH]1
11) CCOc1cc(/C=C2/C(=O)ON=C2C)ccc1OCc1ccccc1
12) COc1ccc(-c2coc3cc(OC)cc(OC)c3c2=O)cc1
13) Cc1ccc(CSc2nnc(CNc3ccc(F)cc3)o2)cc1
14) COc1cccc(C(=O)NNC(=O)c2ccccc2Br)c1
15) CCCCn1c(-c2ccc([N+](=O)[O-])cc2)n[nH]c1=S
16) CC(C)(C)c1cc(NC(=O)NN2CCOCC2)nn1-c1c(Cl)cc(Cl)cc1Cl

Assay by compound	9	10	11	12	13	14	15	16
UBC13 inh	-4	1	-11	5	6	4	-18	6
EBI2 antag	7	-6	.	12	1	-5	-2	3
Jurkat NFkB inh	-5	-4	-4	-45	9	-5	-7	1
697 NFkB inh	23	17	12	-54	8	3	-17	9
CCR6 antagonist	17	-7	-11	8	9	-5	-10	4
Gli-Sufu antag	-11	-1	-18	-49	-5	-8	4	2
Apaf-1 inh	-15	-1	6	-1	17	-7	4	1
SENP8 inh	10	-2	6	-4	-1	5	-2	1

17) Cc1cc(=O)oc2cc(NC(=O)Cc3ccccc3[N+](=O)[O-])ccc12
18) Cc1cc(C)nc(N2CCC(C(=O)NCc3ccco3)CC2)n1
19) Cc1cc(C(=O)CSc2ccc(Cl)cc2)cc(C)c1OC(=S)N(C)C
20) CCC1SC2=NCCN2C1(O)c1ccc(Cl)cc1 (stereo not given)
21) O=C(COC(=O)c1ccc2c(c1)S(=O)(=O)N=C1CCCCCN12)NCc1cccs1
22) CC1(c2nnc(-c3ccc(F)cc3)o2)CC(c2c(Cl)cccc2Cl)=NO1 (stereo not given)
23) O=C1CC2c3ccccc3C1C1C(=O)N(Cc3ccccc3)C(=O)C21 (stereo not given)
24) O=C(O)CSc1nnc(-c2cccc(S(=O)(=O)N3CCOCC3)c2)n1-c1ccc(F)cc1

Assay by compound	17	18	19	20	21	22	23	24
UBC13 inh	10	6	-2	6	-6	14	4	-11
EBI2 antag	4	-3	21	2	0	50*	4	-4
Jurkat NFkB inh	14	14	-67	-6	9	0	9	4
697 NFkB inh	15	-2	-71	-3	14	-2	12	1
CCR6 antagonist	-3	-2	10	4	-3	12	-14	6
Gli-Sufu antag	20	0	-7	9	2	5	0	-7
Apaf-1 inh	-17	2	17	-11	-11	14	-7	15
SENP8 inh	-3	-1	3	-3	-1	-3	-8	-13

25) C[N+]1([O-])[C@@H]2Cc3cc4c(cc3[C@@H]1Cc1cc3c(cc12)OCO3)OCO4 (stereo not given in full)
26) O=C(NCc1ccncc1)c1cc(S(=O)(=O)N2CCOCC2)c(Cl)cc1Cl
27) Cc1ccnc(NS(=O)(=O)c2ccc(NC(=O)c3ccc(S(=O)(=O)N4CC(C)OC(C)C4)cc3)cc2)n1 (stereo not given)
28) C=CCn1c(-c2ccoc2C)n[nH]c1=S
29) CCCCn1c(=O)[nH]c(=O)c2c1nc(-c1ccsc1)n2Cc1ccccc1
30) O=C(NNc1ccc([N+](=O)[O-])cc1)C1CC2CCCC(C1)C2=O (stereo not given)
31) COc1ccc(C2(C)NC(=O)N(CC(=O)Nc3c(C)n(C)n(-c4ccccc4)c3=O)C2=O)cc1 (stereo not given)
32) Cc1ccccc1NC(=O)c1ccc2c(c1)OCCO2

Assay by compound	25	26	27	28	29	30	31	32
UBC13 inh	3	-1	16	-3	-6	2	-1	-6
EBI2 antag	-13	-6	10	-5	4	-7	-8	-9
Jurkat NFkB inh	32	-11	15	3	3	12	3	-45
697 NFkB inh	7	-10	21	9	2	12	18	-31
CCR6 antagonist	5	5	4	-7	22	-12	-8	7
Gli-Sufu antag	-18	-1	5	7	10	0	-4	-64
Apaf-1 inh	-4	1	-1	1	11	-1	-7	-6
SENP8 inh	-4	3	-1	-10	3	-7	4	-3

A run of entries taken from the entries so far:
23) O=C1CC2c3ccccc3C1C1C(=O)N(Cc3ccccc3)C(=O)C21 (stereo not given)
24) O=C(O)CSc1nnc(-c2cccc(S(=O)(=O)N3CCOCC3)c2)n1-c1ccc(F)cc1
25) C[N+]1([O-])[C@@H]2Cc3cc4c(cc3[C@@H]1Cc1cc3c(cc12)OCO3)OCO4 (stereo not given in full)
26) O=C(NCc1ccncc1)c1cc(S(=O)(=O)N2CCOCC2)c(Cl)cc1Cl
27) Cc1ccnc(NS(=O)(=O)c2ccc(NC(=O)c3ccc(S(=O)(=O)N4CC(C)OC(C)C4)cc3)cc2)n1 (stereo not given)
28) C=CCn1c(-c2ccoc2C)n[nH]c1=S
29) CCCCn1c(=O)[nH]c(=O)c2c1nc(-c1ccsc1)n2Cc1ccccc1
30) O=C(NNc1ccc([N+](=O)[O-])cc1)C1CC2CCCC(C1)C2=O (stereo not given)
31) COc1ccc(C2(C)NC(=O)N(CC(=O)Nc3c(C)n(C)n(-c4ccccc4)c3=O)C2=O)cc1 (stereo not given)
32) Cc1ccccc1NC(=O)c1ccc2c(c1)OCCO2

Assay by compound	23	24	25	26	27	28	29	30	31	32
UBC13 inh	4	-11	3	-1	16	-3	-6	2	-1	-6
EBI2 antag	4	-4	-13	-6	10	-5	4	-7	-8	-9
Jurkat NFkB inh	9	4	32	-11	15	3	3	12	3	-45
697 NFkB inh	12	1	7	-10	21	9	2	12	18	-31
CCR6 antagonist	-14	6	5	5	4	-7	22	-12	-8	7
Gli-Sufu antag	0	-7	-18	-1	5	7	10	0	-4	-64
Apaf-1 inh	-7	15	-4	1	-1	1	11	-1	-7	-6
SENP8 inh	-8	-13	-4	3	-1	-10	3	-7	4	-3

The list goes on:
33) CCOCC(=O)Nc1cc(Cl)c(OC)cc1OC
34) c1ccc(Nc2nc(N3CCOCC3)nc(N3CCOCC3)n2)cc1
35) Cc1ccccc1NC(=S)NNc1ncc(C(F)(F)F)cc1Cl
36) Nc1nnc(CC(=O)N/N=C\c2ccc(-c3cccc(Cl)c3)o2)s1
37) COc1cccc(C(C)N(C)Cc2nc(COc3ccccc3)no2)c1 (stereo not given)
38) N#CCC(=O)NNc1c([N+](=O)[O-])cc(C(F)(F)F)cc1[N+](=O)[O-]
39) CCCNC(=S)Nc1c(C)n(C)n(-c2ccccc2)c1=O
40) CCOC(=O)N1CCN(C(=O)CN(c2ccc3c(c2)OCO3)S(C)(=O)=O)CC1

Assay by compound	33	34	35	36	37	38	39	40
UBC13 inh	3	4	-11	6	-4	-41	-10	4
EBI2 antag	.	-3	17	-10	2	-3	-7	-15
Jurkat NFkB inh	-15	-26	6	2	0	11	12	-9
697 NFkB inh	19	18	-25	10	3	4	2	22
CCR6 antagonist	.	-6	70*	5	18	49	19	10
Gli-Sufu antag	.	9	3	0	4	8	-4	-2
Apaf-1 inh	1	-6	2	-1	7	-3	-2	-5
SENP8 inh	2	0	2	1	-8	7	-4	8

41) COc1ccc(S(=O)(=O)NC(CCSC)C(=O)NC2CCCCC2)cc1 (stereo not given)
42) CCC(C)(C(=O)NC1CCCCC1)N(CC1CCCO1)C(=O)CNC(=O)c1ccccc1 (stereo not given)
43) CC(SCc1ccccc1)C(=O)Nc1ccccc1Br (stereo not given)
44) C[C@H](NC(=O)NCc1cccs1)C(=O)O
45) CCC/C(O)=C1\C(=O)CCCC1=NCCCCCC(=O)O
46) CC(=O)Nc1cccc(-c2csc(NCc3ccccc3)n2)c1
47) COc1ccc(N2CCN(C(=O)CN3C(=O)COc4ccccc43)CC2)cc1
48) CC(=O)Nc1ccc(NC(=O)c2ccc(NS(=O)(=O)c3cc(C(C)(C)C)ccc3C)cc2)cc1

Assay by compound	41	42	43	44	45	46	47	48
UBC13 inh	-10	-2	-6	11	1	-9	0	3
EBI2 antag	-1	3	4	-5	-1	-6	0	0
Jurkat NFkB inh	-4	14	-23	-1	5	-16	26	17
697 NFkB inh	14	-28	-11	19	21	5	21	20
CCR6 antagonist	0	1	27	-17	1	6	-6	9
Gli-Sufu antag	10	0	-2	1	26	-11	25	-5
Apaf-1 inh	-8	16	14	-2	-4	12	-2	-12
SENP8 inh	6	1	-3	2	-1	-9	4	4

49) O=C(c1nc[nH]c1C(=O)N1CCN(c2ccccc2)CC1)N1CCN(c2ccccc2)CC1
50) CCOc1cc(C2NC(=O)NC2=O)ccc1O (stereo not given)
51) Cc1ccc(C(=O)NC(=S)NCc2ccco2)cc1
52) Cc1[nH]c2ccc(Br)cc2c(=O)c1CN1CCCCCC1
53) CCN(CC)CCNC(=O)CCCCCn1c(=O)[nH]c2cc(C(=O)OC)ccc2c1=O
54) Cc1nc2sc(C(c3ccc(Cl)cc3)N3CCOCC3)c(O)n2n1 (stereo not given)
55) Cc1cc(C)nc(SCCN2CCOCC2)n1
56) Cc1cn2c(=O)c(C(=O)N3CCN(c4ccccc4Cl)CC3)cnc2s1

Assay by compound	49	50	51	52	53	54	55	56
UBC13 inh	7	10	2	21	10	5	1	-2
EBI2 antag	-2	0	3	-9	2	-1	-6	-13
Jurkat NFkB inh	-6	4	-22	0	-1	0	4	10
697 NFkB inh	4	12	-10	11	4	13	-3	6
CCR6 antagonist	0	0	12	7	-5	8	16	8
Gli-Sufu antag	5	-1	-12	6	9	6	.	6
Apaf-1 inh	0	-1	-5	4	-2	4	-7	-3
SENP8 inh	1	1	1	0	2	0	5	-12

57) NC(=O)CNC(=O)[C@@H]1CC2(CC(c3ccc(Cl)cc3)=NO2)CN1C(=O)c1ccc(Br)cc1 (stereo not given in full)
58) COc1ccc2cc(C(=O)N3CCN(Cc4ccc5c(c4)OCO5)CC3)[nH]c2c1
59) O=C(NCc1ccc(N2CCCC2=O)cc1)C1CCC(=O)N(Cc2ccccc2F)C1 (stereo not given)
60) O=C1CCCc2c1[nH]c1ccc(CN3CCCCC3)cc21
61) Cc1nn(-c2ccc(Cl)cc2Cl)c(=O)c2ccccc12
62) COCc1c(C(=O)N2CCN(c3ccc(C(F)(F)F)cn3)CC2)oc2ccccc12
63) CCc1ccccc1N1CSC2=C(C#N)C(c3cc(OC)c(OC)cc3OC)CC(=O)N2C1 (stereo not given)
64) CC(=O)C1=C(c2ccccc2)NC(=O)NC1c1ccc2c(c1)OCO2 (stereo not given)
65) CCCCNC(=S)Nc1ccc(OC)nc1
66) Cc1ccc(S(=O)(=O)NCCC(=O)N(C)Cc2cccs2)cc1

Assay by compound	57	58	59	60	61	62	63	64	65	66
UBC13 inh	1	5	3	9	5	-3	-39	-4	1	-7
EBI2 antag	-15	86*	-9	2	-2	1	-6	-4	3	-10
Jurkat NFkB inh	8	15	1	-15	11	0	8	14	-13	-3
697 NFkB inh	4	-46	9	38*	16	16	-11	11	-2	6
CCR6 antagonist	-3	14	2	-6	7	5	-18	6	-14	5
Gli-Sufu antag	-6	46	-7	12	-8	6	0	13	-24	-5
Apaf-1 inh	16	10	-5	-10	3	17	43*	8	-1	0
SENP8 inh	-12	1	2	2	2	-3	1	-9	3	-16
